Bioassay records deposited in PubChem by several laboratories.
BB579 growth dn: chemicals that inhibit yeast BB579 growth in restrictive medium (lifespan-shortening candidates); S. cerevisiae BB579 growth, OD615, 48 h; inhibition, % at 10 µM; 140,000 tested, 0.51% active; AID 804;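 active = inhibition above a set limit, 3 SD over the mean compound inhibition, cut at about 44% in these data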; note: inactives centre near -24
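System: Saccharomyces cerevisiae DeaD strain BB579, replicative lifespan model yeast | Buffer or medium: Restrictive glucose-based CSMM-D medium | Times: 4 h preincubation and 48 h exposure at 30 °C | Detection: OD615 turbidity measurement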
MRP1 act: activators of MRP-1; H69AR cells + doxorubicin, viability rescue, CellTiter-Glo; viability increase, % at 10 µM; 140,000 tested, 0.61% active;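 active = viability gain under doxorubicin at or above a set limit, the compound median plus 3 SD, cut at about 4.7% in these data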;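 note: MRP-1 overexpressing cells given doxorubicin 25 µM after compound pretreatment; 18-22 h compound pretreatment then 72 h with doxorubicin before readout; 0% = doxorubicin-only wells and 100% = vehicle-treated cells without doxorubicin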
HCT116 PTEN-null: growth suppressors of cells with PTEN tumor suppressor deletion; viability, % at 10 µM; AID 827; 140,000 tested, 1.2% active; HCT116 PTEN-null viability, CellTiter-Glo, 60 h; hits give low values;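 active = viability at or below a set limit, 4 SD under the median of all tested compounds, cut at about 3.7% in these data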;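 note: PTEN knockout HCT116 line with beta catenin targeted HCT116 as companion control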
NPY Y2 blocker: blocks the human neuropeptide Y Y2 receptor; P49146; NPY-Y2 expressing cells, antagonist mode; inhibition, % at 2.7 µM; 140,000 tested, 0.99% active; AID 793; in the data active = inhibition above about 17%;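 note: 0% = vehicle with agonist challenge and 100% = reference antagonist with challenge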
Target sequence (P49146 whole entry, looked up): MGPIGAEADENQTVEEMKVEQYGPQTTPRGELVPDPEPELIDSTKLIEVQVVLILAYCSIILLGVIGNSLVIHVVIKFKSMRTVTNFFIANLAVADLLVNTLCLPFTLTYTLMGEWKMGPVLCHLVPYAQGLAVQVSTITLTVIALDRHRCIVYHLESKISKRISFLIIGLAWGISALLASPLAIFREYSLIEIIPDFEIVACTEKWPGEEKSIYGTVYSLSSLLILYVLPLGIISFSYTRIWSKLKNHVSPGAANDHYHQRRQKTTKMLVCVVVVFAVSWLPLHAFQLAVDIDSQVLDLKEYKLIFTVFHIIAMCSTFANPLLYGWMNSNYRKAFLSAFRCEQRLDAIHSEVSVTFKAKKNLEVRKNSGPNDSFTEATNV
Measles CPE: protection of cells from measles virus; Measles virus-infected cells, CPE protection, absorbance; protection (pct of control), % at 4 µM; 140,000 tested, 1.5% active; in the data active = protection mostly above about 24%, no sharp cut-off; inactive = mostly below about 26%; note: some compounds called inactive have numbers as strong as hits
E-sel TNF inh: blocks E-selectin expression induced by TNF alpha; HUVEC TNFa-induced E-selectin immunofluorescence, high content; inhibition, % at 2 µM; 120,000 tested, 0.71% active; AID 1246;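 active = inhibition above the batch mean plus 3 SD, and confirmed as a hit on visual image review, cut at about 43% in these data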;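 note: 0% = TNF-stimulated DMSO wells and 100% = unstimulated control wells; not every result past the cut was called active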
GALR2 antag: antagonists of human galanin receptor 2 (GALR2) | GALR2-expressing cells, antagonist mode | inhibition, % at 4 µM | 140,000 tested, 0.39% active | AID 828; in the data active = inhibition above about 27%;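 note: cells stimulated with galanin 1-16 at roughly its EC80; 0% = agonist challenge control and 100% = basal control without agonist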
Target sequence (O43603 whole entry, looked up): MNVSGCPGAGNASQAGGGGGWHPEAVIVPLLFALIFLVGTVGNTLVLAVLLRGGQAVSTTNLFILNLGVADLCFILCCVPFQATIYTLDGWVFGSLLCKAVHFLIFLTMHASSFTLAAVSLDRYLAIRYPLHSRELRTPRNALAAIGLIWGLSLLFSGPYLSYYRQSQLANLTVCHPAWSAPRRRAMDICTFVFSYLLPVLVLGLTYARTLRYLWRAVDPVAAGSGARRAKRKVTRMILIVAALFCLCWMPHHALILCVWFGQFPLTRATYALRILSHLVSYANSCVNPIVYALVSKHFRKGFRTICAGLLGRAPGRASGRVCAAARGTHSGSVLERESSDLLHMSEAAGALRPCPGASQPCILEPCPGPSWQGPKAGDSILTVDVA
Phagocyt inh: inhibitors of macrophage phagocytosis. J774A.1 macrophage IgG-bead phagocytosis, imaging. inhibition, % at 5 µM. 110,000 tested, 0.07% active;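 active = inhibition above the mean of the plate negative controls plus 5 SD, cut at about 13% in these data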;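 note: phagocytic index as fraction of beads internalized from green versus red external bead signal; plate controls were DMSO negative control for no effect and cytochalasin-D positive control for full effect; some results beyond the cut were filed as inactive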
Yeast lifespan up: extends the lifespan of yeast; S. cerevisiae growth with nicotinamide, OD615; deaD strain in restrictive glucose medium; inhibition of the nicotinamide effect, % at 10 µM; 130,000 tested, 0.68% active; AID 775;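 active = inhibition above a set limit, placed 3 SD over the median of all compounds, cut at about 26% in these data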;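 note: 0% = nicotinamide-treated wells and 100% = cells grown without nicotinamide; some compounds called inactive have numbers as strong as hits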
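Assay system: DeaD-strain S. cerevisiae. Medium: CSMM-D glucose medium, restrictive. Reagent: nicotinamide, 1.5 mM, co-present with compound. Compound: 10 µM single point, 0.25% DMSO. Schedule: culture preincubation 4 h, compound exposure 48 h, both 30 °C. Detection: absorbance at 615 nm.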
bCat KO growth: beta-catenin-lacking colon tumor cell growth suppression | HCT116 beta-catenin knockout viability, CellTiter-Glo, 60 h; hits give low values | viability, % at 10 µM | 140,000 tested, 1.5% active;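 active = viability at or under a set limit, the compound median less 4 SD, cut at about 6% in these data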;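 note: 0% = Hyamine 1622 control at 20 µM and 100% = untreated cell control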
Active calls of the source: *; nt = no result given; [ ] = another dose, or the depositor's remark. Rows are unselected; overall some 6.3% were active at least once.

SMILES	BB579 growth dn	MRP1 act	HCT116 PTEN-null	NPY Y2 blocker	Measles CPE	E-sel TNF inh	GALR2 antag	Phagocyt inh	Yeast lifespan up	bCat KO growth
COc1ccc([N+](=O)[O-])cc1NC(=O)CSCc1ccc(Br)cc1	-41.5	3.2	74.3	9.4	8.9	-15.1	-6.8	-7.8	-1.6	81.7
O=C(Cn1c(=O)oc2cc(S(=O)(=O)N3CCc4ccccc43)ccc21)N1CCCCC1	-5.2	-3.2	97.0	-2.4	14.4	nt	2.1	-0.1	-12.5	83.9
CCC1S/C(=N/N=C/c2ccco2)NC1=O (stereo not given)	-28.4	0.7	101.5	2.8	7.4	nt	0.1	6.4	-4.5	94.6
Cc1ccc(-n2ncc3c(NCCCN4CCCC4=O)ncnc32)c(C)c1	-14.9	-2.3	94.0	2.5	1.6	14.2	9.0	-1.1	3.9	78.5
Cn1cnnc1SCC(=O)Nc1sc2c(c1C(N)=O)CCC2	-63.5	0.3	101.9	0.0	nt	nt	-7.0	nt	-7.4	91.3
FC(F)(F)c1cc(-c2ccco2)nc(NCc2ccco2)n1	-37.6	-3.3	78.4	-0.6	4.5	-3.7	-15.1	nt	-14.4	79.8
COc1cccc(-c2nnc(SCCC(=O)O)n2C)c1	-1.5	-3.5	115.1	2.0	1.1	12.6	-7.2	2.0	-19.0	104.4
O=C(NCCc1ccccc1)C1CCCN(S(=O)(=O)c2cccc3nonc23)C1 (stereo not given)	-57.9	1.0	106.6	0.3	29.6	-0.3	-13.1	-0.4	-1.9	92.7
O=C(Oc1ccccc1N1C(=O)C2CCCCC2C1=O)c1ccccc1 (stereo not given)	-11.1	-3.5	98.3	1.6	29.1	9.1	-6.0	nt	-8.4	94.6
Cc1cc(C(F)F)n2ncc(C(=O)N3CCc4ccccc4C3)c2n1	-2.6	-0.1	104.7	-1.1	4.4	1.2	9.5	-0.9	-4.0	105.4
CSc1n[nH]c(NC2=CC(=O)CCC2)n1	-14.2	1.1	92.5	-0.2	3.9	-0.8	0.1	-0.9	-13.2	113.4
Cc1ccc(S(=O)(=O)CCc2ccccn2)cc1	17.8	-3.2	92.5	3.6	3.8	-1.9	3.8	-0.5	-19.6	93.6
CC(=O)N1c2c(cc(Br)cc2S(=O)(=O)NCc2ccc3c(c2)OCO3)CC1C (stereo not given)	-33.5	-1.5	75.4	6.0	6.8	-33.4	11.1	-3.6	-7.9	74.4
O=C(Nc1nnc(Cc2ccc(Cl)cc2)s1)c1ccco1	-49.5	-0.7	89.8	2.6	17.3	-0.6	-7.2	-1.8	-5.5	90.6
COc1ccc([N+](=O)[O-])cc1NC(=O)c1cn(-c2ccc(C)c(C)c2)c(=O)c2ccccc12	-5.7	-3.2	62.2	-1.9	7.9	3.0	-1.6	nt	3.9	50.8
CCOc1c(S(=O)(=O)N2CCCC2)ccc(Cl)c1Cl	-2.6	-0.6	95.7	0.6	3.5	1.3	2.6	-1.4	-7.8	95.8
Cc1nc2ccc(S(=O)(=O)Nc3cccc(-c4nc5cccnc5s4)c3C)cc2s1	-20.4	1.1	58.8	7.3	7.5	1.0	3.1	nt	3.1	50.5
CCOc1ccc(NC(=O)N2CCC(n3c(=O)[nH]c4ccccc43)CC2)cc1	11.2	5.6*	87.4	nt	29.1	nt	nt	-0.4	-12.2	86.7
COCc1nnc(NC(=O)CCSc2ccccc2)s1	-32.9	-2.9	90.6	3.1	11.6	-17.9	-3.5	-2.4	-3.8	85.9
CNc1nc(SCC(=O)OC)nc(N2CCOCC2)n1	-15.6	0.9	94.0	-0.9	17.7	-21.8	3.5	74.2*[artifact]	-5.5	103.6
Cn1c(SCCOc2ccccc2Cl)nnc1-c1ccncc1	-2.9	-1.2	98.2	3.4	3.1	11.3	1.6	-1.1	-1.6	97.2
C/C(=N\Nc1ccc([N+](=O)[O-])cc1)c1ccc(N)cc1	96.8*	2.1	91.5	-3.2	nt	nt	14.4	-2.1	-9.6	88.9
CC(C)CNS(=O)(=O)c1ccc(S(=O)(=O)N2CCCN(Cc3ccccc3)C2)cc1	-4.3	-3.3	70.5	2.8	9.6	-9.6	4.2	1.9	-22.6	53.9
COC(=O)N/N=C(\C)c1ccc(OC(F)F)cc1OC(F)F	-1.8	2.8	107.2	3.3	7.4	2.8	0.3	-10.1	-2.6	103.3
COCc1cc(=O)n2[nH]c(-c3cccc(Br)c3)cc2n1	-48.2	-2.3	83.8	-3.6	25.5	28.1	1.9	-2.9	-24.2	84.6
COc1ccc(OCC(=O)Nc2ccc(C)cc2)cc1	-29.9	-0.4	95.5	2.8	5.4	34.2	-7.0	-1.3	-13.7	95.0
O=C(CSc1nccn1-c1ccccc1)N1CCc2ccccc21	-25.2	-1.4	89.5	0.6	14.4	-4.8	-7.5	0.9	-5.3	80.7
CN(C)C(=O)COc1ccc2cc(-c3ccccc3)c(=O)oc2c1	-4.7	-0.1	87.9	1.5	6.0	-11.9	0.1	-0.4	-3.0	91.3
CCCCOc1ccc(CN2CCCCC2)cc1	-53.4	0.1	95.8	2.5	6.0	-11.3	5.0	0.3	4.7	94.3
CC(C)(C)n1nnnc1CN1CCN2CCCC2C1 (stereo not given)	-15.9	0.2	98.8	1.0	29.3	-21.4	-11.3	0.0	-10.6	80.7
CCOC(=O)c1c(/N=C/c2cccc([N+](=O)[O-])c2O)sc(C)c1C	75.3*	-3.3	92.3	2.4	16.4	nt	8.9	nt	-5.7	99.0
CCCCC(=O)Nc1nnn(CCC)n1	-18.0	-1.2	96.2	2.5	1.4	-14.2	1.8	-1.5	-9.8	91.0
CCC(OC(=O)c1cc2sccc2n1C)C(=O)NCc1ccco1 (stereo not given)	-74.8	-1.5	86.9	2.4	1.5	18.4	-6.6	-0.6	-7.4	95.0
O=C(OCCN1C(=O)c2ccccc2C1=O)c1cc(S(=O)(=O)N2CCOCC2)ccc1F	-39.4	1.0	112.5	8.3	4.0	-10.6	1.2	-0.6	0.7	98.9
Cc1cccc(N2C(=O)CC(NNc3nc4ccccc4s3)C2=O)c1 (stereo not given)	-0.5	4.7*	104.6	-0.1	23.8	nt	3.2	1.3	1.1	93.8
CCOC(=O)N1CCN(C(=S)NC2CCCCC2)CC1	-22.9	-0.3	101.4	-0.7	1.3	3.1	-4.4	-9.7	0.2	91.8
CCCCOP(=O)(OCCCC)C1(NS(=O)(=O)c2ccccc2)C=CC(=O)c2ccccc21 (stereo not given)	4.7	-4.7	67.3	10.9	11.9	4.3	-0.5	-2.1	-3.0	87.3
Cc1nnc(SCCn2c(N3CCCC(C)C3)nc3c2c(=O)[nH]c(=O)n3C)s1 (stereo not given)	-44.3	-1.4	101.2	-2.2	31.4	nt	-14.4	-0.6	-4.0	99.9
CCOc1ccc(OCC)c(NC(=O)CN2CCN(c3cccc(C)c3C)CC2)c1	-11.8	-3.3	83.0	7.0	4.4	-94.8	12.9	nt	0.5	85.7
COC(=O)CCCCCN1C(=O)NC(c2ccc(-c3ccccc3)cc2)C(C(=O)OCc2ccccc2)=C1C (stereo not given)	-36.0	-2.1	71.5	5.7	25.7	-5.9	-1.5	nt	7.8	81.8
CN(C)S(=O)(=O)c1c(Cl)cccc1Cl	-19.4	0.4	83.0	1.8	11.6	-9.8	-9.7	-0.4	-8.0	89.2
O=C(NC1CCCCC1)c1cnn2c(C(F)(F)F)cc(-c3ccco3)nc12	-32.8	-3.6	66.8	19.0*	4.6	3.5	-2.5	-2.3	1.8	65.9
Cc1ccc(-n2c(=O)[nH]c3c(C(N)=O)nc(-c4ccc(C)o4)nc32)cc1	-44.6	-4.7	87.1	0.1	8.8	-7.5	0.7	-1.9	-21.9	87.1
CC1CCCC(C)N1C(=O)CSCc1ccc(Cl)cc1 (stereo not given)	-6.6	-0.1	82.7	5.1	33.6	19.1	7.5	-0.8	-0.6	86.9
COc1ccc(-c2nn(-c3ccccc3)cc2CNC(=O)c2cccc([N+](=O)[O-])c2)cc1	-14.8	0.0	72.2	1.4	21.4	nt	-10.1	-4.0	-4.6	74.3
N=c1c2c(-c3ccccc3)c(-c3ccccc3)oc2ncn1CCCN1CCOCC1	-15.3	-6.5	42.9	26.7*	6.9	-0.3	-32.6	-0.1	-19.3	40.8
COc1cccc(-c2cnc(OC(C)(C)C)nc2OC(C)(C)C)c1	-35.1	-0.7	85.3	6.4	6.2	0.2	1.6	0.4	-1.0	85.2
N/C(=N\OC(=O)N1CCOCC1)c1ccccc1	-4.8	-5.4	68.8	2.7	9.7	-2.3	-11.2	1.9	-18.9	81.0
CC(C)(C)c1cc(NC(=O)CCSc2nnc3ccccn23)cc(C(C)(C)C)c1	-18.2	-4.8	49.5	-2.3	2.0	12.4	-11.1	nt	nt	38.2
COc1cccc(CNC(=O)c2nnn(-c3ccc(OC(F)(F)F)cc3)c2N)c1	-28.1	3.3	97.7	2.1	6.8	15.2	2.9	-1.2	-8.0	103.6
COC(=O)C(C(=O)NCC1CCCO1)C1CCCCCC1 (stereo not given)	-26.9	-0.6	101.4	5.3	1.4	17.8	-13.4	-3.1	-1.8	92.7
COc1ccccc1OCC(=O)NCCSCc1cccc(Cl)c1	-28.6	-0.5	87.9	8.8	37.5	nt	1.0	-4.0	-2.6	95.2
CCOC(=O)C1(C(=O)O)NC(=O)CC1c1ccccc1 (stereo not given)	-4.3	-1.4	85.4	1.7	10.6	-0.7	3.6	nt	-5.2	99.5
Cc1ccc2cc(CN(Cc3cccs3)C(=O)c3ccco3)c3nnnn3c2c1C	-35.4	-1.0	51.3	2.5	5.4	-1.2	6.4	-2.4	10.6	55.0
O=C(Cc1cn2ccsc2n1)OCc1nc2ccccc2s1	-31.3	-0.7	92.7	4.6	5.0	36.2	-17.1	-0.1	-9.1	101.9
Fc1ccc(C2=Nn3c(Cc4ccccc4F)nnc3SC2)cc1	-7.0	-3.0	89.6	0.5	5.9	46.8	-0.2	-2.4	-9.8	98.0
Cc1cc(=O)[nH]c(SCC(=O)Nc2cccc3ccccc23)c1C#N	-35.8	-0.7	96.2	5.5	19.6	5.0	10.5	-0.5	-10.7	99.6
N#C/C(=N\Nc1ccc(S(=O)(=O)N2CCCCC2)cc1)C(N)=S	-15.2	-2.0	83.2	1.3	7.0	nt	4.9	nt	4.1	87.9
O=S(=O)(Cc1ccccc1)N1CCC(c2nc(-c3cccs3)no2)CC1	-8.8	-2.1	83.8	5.7	33.9	0.5	9.8	-0.2	-20.3	87.5
COc1cc(Cl)ccc1NC(=O)COc1ccccc1C(=O)N1CCN(c2ccc(O)cc2)CC1	-38.8	-5.4	71.0	0.8	9.0	nt	-0.7	-0.5	-21.0	83.4
